Mdm2 MdmX PPI – inhibitors of human Mdm2-MdmX association, primary screen, cell-based, luminescence, split luciferase, SaOS-2, uHTS. 330,000 compounds, 3% hits. Protein Mdm4 (Homo sapiens) + E3 ubiquitin-protein ligase Mdm2 (Homo sapiens), …. inhibition, % at 8 µM. SaOS-2 split-luciferase Mdm2/MdmX complementation;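 active means inhibition of at least 50% at 8 µM in the primary screen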
CHOP UPR activ – activators of apoptotic CHOP UPR arm, primary screen, cell-based, CHO-CHOP luciferase reporter, luminescence, uHTS. AID 449763, 2010. UPR activation; percent of tunicamycin response over DMSO baseline. 330,000 compounds, 0.34% hits. activation, % at 10 µM;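 active means at 10 µM dose, activation of 40% or more, normalized to positive control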;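 further: 100% = tunicamycin at 10 µg/mL and 0% = DMSO alone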
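Assay system: CHO-CHOP cells, stable luciferase reporter of PERK-eIF2a-CHOP signalling / Buffer or medium: F12 plus 10% serum / Compound dosing: one dose, 10 µM in 0.5% DMSO / Times: 6 h compound treatment, 37 °C / Technique: luciferase luminescence / Read-out: % reporter activation, DMSO baseline versus tunicamycin full activation / Benchmarks: tunicamycin and DMSO controls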
APJ antag – antagonists of human apelin receptor APJ, primary screen, CHO-K1 cells, beta-arrestin complementation, luminescence; P35414; inhibition, % at 20 µM; 330,000 compounds, 0.32% hits;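 active means inhibition above about 40% at 20 µM, limit read from the data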;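 further: cells challenged with 10 nM apelin-13 agonist together with compound; plate controls were apelin-13 plus DMSO wells for no effect and DMSO wells lacking apelin-13 for full effect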
tim23-1 inh – growth inhibitors of tim23-1 mutant yeast, primary screen, luminescence, uHTS; inhibition, % at 20 µM; 330,000 compounds, 1.3% hits; S. cerevisiae tim23-1 growth, BacTiter-Glo luminescence, 24 h;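 active means growth inhibition of the mutant yeast at or above 50%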;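 further: temperature-sensitive mutant grown at 25 °C; plate controls were DMSO-treated mutant yeast for no effect and medium wells lacking yeast for full effect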
XBP1 UPR activ – activators of adaptive XBP1 UPR arm, primary screen, cell-based, CHO-XBP1 luciferase reporter, luminescence, uHTS; IRE1-XBP1 UPR activation; percent of tunicamycin response, DMSO as zero; activation, % at 20 µM; 330,000 compounds, 0.33% hits;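 active means versus positive control, 20 µM dose yields 30% or more activation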;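 further: 100% = tunicamycin at 10 µg/mL and 0% = DMSO only wells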
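Material: IRE1-XBP1 luciferase reporter CHO line / Quantity: one thousand reporter cells per well / Buffer or medium: F12 with 10% serum / Compound: 20 µM single concentration, DMSO 1% / Times: 6 h treatment, 37 °C / Detection: Steady-Glo luciferase glow luminescence, 10 min after reagent addition / Benchmarks: tunicamycin high, DMSO low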
TIM10 inh – growth inhibitors of isogenic TIM10 control yeast, primary screen, counter-screen for tim10-1 yeast inhibitor project, luminescence, uHTS | S. cerevisiae TIM10 strain growth, BacTiter-Glo luminescence, 24 h | inhibition, % at 10 µM | 330,000 compounds, 1.4% hits | AID 463195, 2010;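 active means inhibition of 40% or more at the single tested concentration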;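 further: wild-type TIM10 isogenic control strain grown at permissive 25 °C; 0% = DMSO yeast wells and 100% = minimal medium wells without yeast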
APJ ag – agonists of human apelin receptor APJ, primary screen, CHO-K1 cells, PathHunter beta-arrestin, luminescence; P35414; activation, % at 20 µM; 0% DMSO wells, 100% apelin; 330,000 compounds, 0.11% hits;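 active means activation more than six SD over the plate average, tested at 20 µM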;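 further: 0% = DMSO alone and 100% = apelin-13 at 10 nM; some results filed as inactive read as strong as hits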
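Test system: CHO-K1 APJ beta-arrestin complementation cell line. Amount: cell density 1000 per well. Controls: DMSO negative, 10 nM Apelin-13 positive. Signal: luminescent beta-gal fragment complementation, chemiluminescent substrate. Read-out basis: agonist-driven arrestin binding to APJ. Timing: compound stimulation 90 min at 25 °C, detection 60 min.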
tim10-1 inh – growth inhibitors of tim10-1 mutant yeast, primary screen, luminescence, uHTS. S. cerevisiae tim10-1 ts strain growth, BacTiter-Glo, 24 h. inhibition, % at 20 µM. 330,000 compounds, 2.2% hits. AID 463190, 2010;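 active means inhibition of at least 40%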;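 further: mutant grown at 25 °C; 0% = DMSO wells with yeast and 100% = wells holding no yeast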
CXCR6 block – CXCR6 receptor inhibitors, primary screen, cell-based, beta-arrestin, luminescence, CHO-K1 PathHunter, 1536-well; C-X-C chemokine receptor type 6 (Homo sapiens), O00574; inhibition, % at 20 µM; 360,000 compounds, 0.36% hits; AID 602244, 2012; in the data active means inhibition above about 34%, passing the limit was not always enough;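 further: antagonist mode with CXCL16 agonist at 10 nM final; 0% = 10 nM CXCL16 with DMSO and 100% = unstimulated wells without agonist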
The depositor's hits bear a star. Not all compounds are listed; count on the stated rates, not on these rows.

molecule,Mdm2 MdmX PPI,CHOP UPR activ,APJ antag,tim23-1 inh,XBP1 UPR activ,TIM10 inh,APJ ag,tim10-1 inh,CXCR6 block
Cc1c(C(=O)Nc2nc3ccccc3[nH]2)oc2c(Cl)cccc12,32,5.9,9,45,18,44*,-3,4,-3
Cc1ccc(C(F)(F)F)cc1NC(N)=S,8,-2.3,13,12,-1,4,-1,16,-4
CCOC(=O)N1CCN(c2cc(C)c(C(C)=O)cc2F)CC1,19,-0.2,3,11,-3,9,-4,3,3
O=C(NCc1ccccc1)c1onc(CS(=O)(=O)c2ccccn2)c1C(=O)NCc1ccccc1,12,-1.3,-37,-4,2,-2,-6,-12,-6
CC1=C(C(=O)OCc2ccccc2)C(c2ccsc2)C(C#N)=C(N)O1 (configuration not stated),10,0.7,2,20,-6,-10,-1,15,18
COC(=O)c1ccc(NC(=O)C2CC2)o1,-4,2.6,8,8,-1,5,-3,8,-1
C=CCc1ccc(OC(=O)c2ccccc2)c(OC)c1,-21,0.7,12,-2,4,-9,-4,-2,0
O=C(CCCc1ccccc1)Nc1nnc(C(F)(F)F)s1,-15,0.4,6,28,0,17,-7,24,-2
CCOC(=O)C1=C(COC(=O)c2ccc(C)c(S(=O)(=O)N3CCOCC3)c2)NC(=O)NC1C (configuration not stated),20,3.1,6,-2,-1,13,-2,-12,-9
COc1cccc(NC(=O)NC2CCCCCCC2)c1,-6,5.1,13,29,-4,26,0,27,-4
CCOc1ccccc1N1CCN(C(=S)NCc2ccccc2)CC1,17,1.9,-1,36,-1,13,-2,44*,-10
COc1cccc(CNC(=O)c2ccc(CS(=O)c3ccccc3)o2)c1 (configuration not stated),20,3.6,-3,3,-4,-1,7,-5,2
COc1cccc(N2CCN(S(=O)(=O)c3c(C)[nH]c(C)c3C(=O)N3CCCC3)CC2)c1,-7,-1.4,-27,10,-1,15,2,8,-2
COc1ccc(-c2cc(=O)c3cc(O)ccc3o2)cc1,-119,2.3,-28,8,6,-6,-4,-26,3
COc1cc(C(=O)COC(=O)CNC(=O)C2CCCCC2)cc(OC)c1OC,8,-0.3,14,12,-1,-10,6,5,-2
Cn1cc(Cl)c(C(=O)N(Cc2ccccc2)c2ccccn2)n1,12,-1.0,-6,20,1,11,-1,21,4
O=C(NC(Cc1ccccc1)C(=O)N1CCc2ccccc2C1)c1ccccc1 (configuration not stated),-21,0.9,-5,23,1,-21,2,-3,7
Cc1nn(CC(=O)Nc2cc(S(=O)(=O)N(C)C)ccc2Cl)c(C)c1[N+](=O)[O-],7,-0.4,-18,5,-1,5,-3,9,2
Cc1ccc(S(=O)(=O)N2CCC(C(=O)NC3CCCCCC3)CC2)cc1,21,0.3,8,2,-3,-3,-3,2,-3
CC1CCCN(C(=O)CNC(=O)Cn2ccc3ccccc3c2=O)C1 (configuration not stated),25,2.0,16,12,-1,4,-3,6,4
COc1cc(/C=N/n2cnn(Cc3ccccc3Cl)c2=S)cc(OC)c1OC,26,-2.5,11,20,-4,23,-3,18,-1
CCOC(=O)c1c(NC(=O)CC2Sc3ccc(C(F)(F)F)cc3NC2=O)sc(C)c1C (configuration not stated),7,0.6,-15,3,-2,-5,-1,16,-7
COc1ccc(C2C(C#N)=C(N)OC3=C2C(=O)CC(C)(C)C3)c(OC)c1OC (configuration not stated),6,-2.5,-2,5,-2,-3,-2,12,-8
CC(=O)Nc1c(O)nc(SCC(=O)N2CCN(c3ccc(F)cc3)CC2)[nH]c1=O,5,0.3,10,-7,-2,5,-4,-9,4
O=[N+]([O-])c1ccc(Nc2nc(N/N=C\c3ccc4c(c3)OCO4)nc(N3CCCCC3)n2)cc1,50,9.0,4,17,2,19,0,34,-6
COc1cc(COCC(O)CN2CCc3ccccc3C2)cc(OC)c1OC (configuration not stated),-4,-2.6,-7,3,-2,1,1,7,4
CCOc1ccc(NS(=O)(=O)c2ccc(C(=O)NCc3cccnc3)cc2)cc1,20,1.3,-43,-9,-1,-12,-2,-25,-4
Cc1cc(C(=O)N/N=C/C=C/c2ccc3c(c2)OCO3)n[nH]1,28,1.1,18,6,-1,1,1,-11,-13
CCCS(=O)(=O)N1CCC(C(=O)N2CCN(Cc3ccccc3)CC2)CC1,4,-1.6,14,-4,-4,1,-6,-1,-6
CCc1nnc(N/N=C/c2ccccc2Cl)n1N,-2,2.6,-43,7,3,9,4,3,-6
CC1CCCN(CCCNC(=O)c2ccc(CS(=O)(=O)c3c(Cl)cccc3Cl)o2)C1 (configuration not stated),21,2.4,-4,12,-5,9,4,-3,-1
CCN(C[C@H]1N[C@@](Cc2ccccc2)(C(=O)OC)[C@H]2C(=O)N(Cc3ccccc3)C(=O)[C@@H]12)S(=O)(=O)c1ccc(OC)cc1,16,3.9,12,14,-3,9,-3,10,3
CCC1CCCCN1C(=O)N[C@@H](CCSC)C(=O)OC (some centres not stated),22,-2.8,11,3,3,0,-3,9,-9
CCOc1ccc(C(=O)Oc2cc(C)[nH]c(=O)c2[N+](=O)[O-])cc1OCC,-6,1.0,9,-3,-7,0,3,-1,-9
CCOC(=O)c1cc(=O)n2nc(-c3ccc(C)cc3)nc2s1,35,-0.3,-12,14,2,16,0,22,0
C[C@H](NC(=O)CCn1nnc2ccccc2c1=O)C(=O)O,6,0.1,0,-3,2,11,-3,-8,-4
Cn1c(=O)cc(OCCCC(=O)N2CCN(Cc3ccc4c(c3)OCO4)CC2)c2ccccc21,12,-0.3,7,-6,1,-6,2,-25,3
COc1ccc(C(=O)Nc2cnc3ccccn3c2=O)cc1,-38,1.7,-30,-3,2,-5,-5,-8,-3
C=CCOc1ccc(C2c3c(oc4ccccc4c3=O)C(=O)N2CCCN2CCOCC2)cc1 (configuration not stated),4,1.4,5,8,1,4,3,13,-1
COc1ccccc1C(CNc1ncnc2sc(C)c(C)c12)N(C)C (configuration not stated),-13,4.8,17,5,-3,6,-1,-4,4
OCC1(Cc2ccccc2)CCCN(Cc2ccc3c(c2)OCCO3)C1 (configuration not stated),9,-1.2,8,14,-1,-2,-2,25,4
O=C(Nc1ccc2nc(-c3cccnc3)[nH]c2c1)c1ccccc1F,10,1.1,-5,-1,4,20,1,7,-3
O=C(C(Cl)c1ccccc1)N1CCOCC1 (configuration not stated),21,0.8,9,10,-5,-8,2,10,2
CC(C)CCNC(=O)CN(Cc1ccc2c(c1)OCO2)C(=O)Cn1nnc(-c2cccs2)n1,12,-1.5,-6,13,-1,6,-1,13,3
O=C(Nc1ccc(F)cc1)N1CCc2ccccc2C1,-24,4.0,-2,22,-4,-4,1,25,1
CCc1ccc(S(=O)(=O)N(C(=O)c2ccncc2)c2ccc(OC(=O)c3ccncc3)cc2)cc1,24,0.7,4,23,-4,-36,6,-50,-3
O=C(Cc1ccc(Cl)c(Cl)c1)OCC(=O)c1ccc[nH]1,22,0.5,-20,11,3,10,3,23,-7
CC(=O)c1c(OC(=O)c2ccco2)c2ccccc2n1C,27,-0.5,7,9,-1,6,0,10,-1

Complete entries as entered above.
Record of OCC1(Cc2ccccc2)CCCN(Cc2ccc3c(c2)OCCO3)C1 (configuration not stated) = Mdm2 MdmX PPI = 9; CHOP UPR activ = -1.2; APJ antag = 8; tim23-1 inh = 14; XBP1 UPR activ = -1; TIM10 inh = -2; APJ ag = -2; tim10-1 inh = 25; CXCR6 block = 4
Record of CCc1ccc(S(=O)(=O)N(C(=O)c2ccncc2)c2ccc(OC(=O)c3ccncc3)cc2)cc1 = Mdm2 MdmX PPI = 24; CHOP UPR activ = 0.7; APJ antag = 4; tim23-1 inh = 23; XBP1 UPR activ = -4; TIM10 inh = -36; APJ ag = 6; tim10-1 inh = -50; CXCR6 block = -3

Remaining list, next part
molecule,Mdm2 MdmX PPI,CHOP UPR activ,APJ antag,tim23-1 inh,XBP1 UPR activ,TIM10 inh,APJ ag,tim10-1 inh,CXCR6 block
Oc1ccc2ccccc2c1N=Nc1ccccc1F,-9,3.7,-8,22,-1,-5,-2,12,11
O=C(NC1CCSc2ccccc21)c1ccccc1Br (configuration not stated),15,0.3,7,25,-1,15,5,21,-2
CCc1ccccc1NC(=O)C1COc2ccccc2O1 (configuration not stated),4,-0.4,18,5,-2,-4,-1,2,6
CSc1nc(N)nc2c1ncn2CC(=O)Nc1ccc(C)c(C)c1,9,0.2,-7,-10,-3,-3,-3,-1,0
Brc1ccc(/C=N/Nc2ccccn2)cc1,-63,3.1,-1,17,8,30,-4,33,8
Cc1ccc(C)c(CN2CCCN(Cc3cc(C)ccc3C)S2(=O)=O)c1,18,-1.1,15,11,-3,3,-5,4,6
COCCCNc1nc2c(-c3cccc(C)c3)nnn2c2ccccc12,22,2.4,16,-3,-2,-12,-4,1,-5
O=C(Cc1ccccc1Cl)NC1(O)C(=O)c2ccccc2C1=O,3,-1.6,-2,6,4,-6,-7,11,0
Cc1ccsc1/C=N/NC(=O)c1ccc(Cn2cc(Br)cn2)o1,-3,2.7,5,-9,-1,-11,-2,-12,-5
CC1CC(C)CN(CC(=O)NC(c2ccccc2)c2ccccc2)C1 (configuration not stated),10,0.4,6,30,-3,-6,-2,7,14
Cc1cc(C(=O)CN2C(=O)NC(c3ccccc3)(c3ccccc3)C2=O)c(C)n1Cc1ccco1,13,2.0,-10,-5,-1,20,-2,7,-7
Fc1ccc(N2CCN(C(=S)NCC3CCCO3)CC2)cc1 (configuration not stated),-26,-0.3,-19,-2,-1,-7,-2,4,-8
O=C1c2cccc3cccc(c23)C(=O)N1CCN1CCN(CC(O)COCc2ccc(Cl)cc2)CC1 (configuration not stated),13,0.2,-8,16,-5,26,-2,28,-9
CC(C)Cn1c(N)c(C(=O)CCl)c(=O)n(C)c1=O,2,0.2,-4,-20,-4,-3,-8,19,-12
CN1CCN(S(=O)(=O)c2ccc(N(C)Cc3c(F)cccc3Cl)nc2)CC1,13,-0.5,4,-2,0,12,-4,17,-6
COc1ccccc1/C=C/C(=O)N1CCc2cc(OC)c(OC)cc2C1C (configuration not stated),28,3.0,8,40,-3,21,-2,32,0
O=C1NC(=S)N/C1=C/c1cccn1-c1ccc([N+](=O)[O-])cc1,9,-1.7,-5,8,-3,4,0,-1,-2

Bioassay records: PubChem BioAssay, Sanford-Burnham Center for Chemical Genomics
